# Source: PubChem
# Caspase-1 inhib: caspase-1 (human) inhibition, allosteric or competitive. P29466. Caspase-1 enzyme, Ac-WEHD-AFC fluorogenic rate. Potency, µM (titrated, usually from 57.5 µM), for inactives: top-dose activity change, negative = inhibition, usual class: inhibitors. 75,000 tested, 0.03% active;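 further: potency means the concentration at half of the fitted maximal effect; plate controls were vehicle for no effect and no substrate for full effect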
# Target sequence (P29466 120-297 limits assumed): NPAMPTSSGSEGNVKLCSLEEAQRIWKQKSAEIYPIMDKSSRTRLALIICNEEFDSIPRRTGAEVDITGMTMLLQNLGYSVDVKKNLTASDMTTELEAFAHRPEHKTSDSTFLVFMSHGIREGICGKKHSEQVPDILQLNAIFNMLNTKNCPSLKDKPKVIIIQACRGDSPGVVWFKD
# Target sequence (P29466 317-404 limits assumed): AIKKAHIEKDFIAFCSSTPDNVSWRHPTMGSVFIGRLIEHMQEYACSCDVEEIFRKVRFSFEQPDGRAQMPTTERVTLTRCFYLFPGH
# Luciferase inh: inhibitors of firefly luciferase; P08659; 72,000 tested, 2.2% active; Potency, µM (top dose mostly 57.1 µM), without a hit: top-dose activity change, negative = inhibition, usual class: inhibitors; AID 411; purified firefly luciferase, luminescence, 8 min; further: potency means the concentration at half of the fitted maximal effect; on the % scale 0 is the no-effect control and ±100 the full control effect; nearly all actives have a fitted effect of over 40% in size
#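 Titration-based qHTS; buffer 50 mM imidazole pH 7.2, 50 mM KCl, 7 mM MgCl2, 10 uM ATP, 0.01% Tween 20, 0.05% BSA; luciferase/luciferin detector mix added after compound; 8 min, ambient; luminescence.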
# ERK AVP inh: vasopressin-driven ERK pathway inhibition; AID 995; HEK293-V1b, vasopressin-stimulated pERK AlphaScreen; 72,000 tested, 0.99% active; Potency, µM (titrated, usually from 57.5 µM), inactives show at the highest dose activity, negative = inhibition, hits mostly inhibitors; further: potency means the concentration at half of the fitted maximal effect; on the % scale 0 is the no-effect control and ±100 the full control effect; nearly all actives have a fitted effect of over 55% in size
#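 Phosphorylated ERK1/2 detected via AlphaScreen bead proximity in lysates of V1b-expressing HEK293 cells given 25 nM vasopressin for 5 min after 30 min compound exposure (37 °C). AC50 from Hill equation; basal DMSO 0%, vasopressin 100%.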
# Caspase-7 inhib: caspase-7 (human) inhibition, allosteric or competitive | recombinant caspase-7, Ac-DEVD-AFC fluorescence rate | Potency, µM (highest dose often 57.5 µM), for the others: top-dose activity change, negative = inhibition, actives largely listed as inhibitors | 75,000 tested, 0.02% active; active means well fitted inhibition curve with a large enough effect in the main read-out, with a control signal flat, not every such curve was filed as active; inconclusive means small, poorly fitted or top-dose-only effect, or a change in a side signal; further: potency means the concentration at half of the fitted maximal effect; % of control where 0% means no effect
# A350 autofl: compounds fluorescent in Alexa 350 spectral region | 59,000 tested, 11% active | Compound autofluorescence, 340/450 nm, Alexa 350 dye-equivalents; stronger effect = higher value | max dye-equivalent concentration, M; in the data active means max dye-equivalent concentration above about 10 nM; inconclusive means mostly about 1.1 nM to 9.6 nM
# BRCT inh red: BRCT-phosphoprotein interaction inhibition (red fluorophore). AID 892. BRCT-phosphopeptide binding, red fluorescence polarization. 75,000 tested, 0.03% active. Potency, µM (highest dose often 76.9 µM), without a hit: at the top dose activity change, negative = inhibition, most hits filed as inhibitors. P38398; further: on the % scale 0 is the no-effect control and ±100 the full control effect
#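 Fluorescence polarization: 100 nM His-tagged BRCA1 BRCT with 100 nM TAMRA-labelled phospho-BACH1 decapeptide, phosphate buffer pH 7.3 with 150 mM NaCl, DTT, 0.01% Tween 20; 12 min RT. Binding inhibition seen as FP decrease.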
# BRCT PPI green: BRCA1 BRCT-phosphoprotein interaction inhibition; Potency, µM (highest dose often 76.9 µM), without a hit: at the top dose activity change, negative = inhibition, usual class: inhibitors; P38398; BRCA1 BRCT-phosphopeptide binding, green fluorescence polarization; 75,000 tested, 0.05% active;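 further: potency means the concentration at half of the fitted maximal effect; plate controls were peptide without protein for full effect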
#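 Fluorescence polarization: His-tagged BRCT (~35 kDa BRCA1 C-terminus, 250 nM) bound to 100 nM fluorescein-labeled phosphorylated 10-aa BACH1 peptide, pH 7.3 phosphate buffer with DTT and Tween 20. Compounds incubated 12 min at room temperature; inhibition read as lowered polarization.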
# Tau fil binding: binds recombinant human tau filaments. Potency, µM (top dose mostly 57.1 µM), for inactives: at the top dose activity change, negative = inhibition. AID 596. 71,000 tested, 2% active. P10636. recombinant tau filaments, thioflavin S fluorescence, 15 h; filaments grown with octadecylsulfate alongside compound;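 further: potency means the concentration at half of the fitted maximal effect; on the % scale 0 is the no-effect control and ±100 the full control effect; actives lower thioflavin S fluorescence by blocking filaments or displacing dye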
#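 Assay mix: 1 uM His-tagged tau, 30 uM sodium octadecylsulfate, thioflavine S dye in HEPES/NaCl/DTT buffer. Compound is added prior to the inducer. Fluorescence after 15 h at 37 C.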
# USP2a inhib: USP2a (human) protease inhibition; O75604; USP2a enzymatic assay, qHTS inhibition; Potency, µM (series often up to 38.3 µM), for the others: at the top dose activity change, negative = inhibition, most hits filed as inhibitors; 60,000 tested, 0.1% active;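 further: potency means the concentration at half of the fitted maximal effect; nearly all actives have a fitted effect of over 60% in size; plate controls were DMSO for no effect and NEM full inhibition control for full effect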
# Target sequence (O75604 whole entry, looked up): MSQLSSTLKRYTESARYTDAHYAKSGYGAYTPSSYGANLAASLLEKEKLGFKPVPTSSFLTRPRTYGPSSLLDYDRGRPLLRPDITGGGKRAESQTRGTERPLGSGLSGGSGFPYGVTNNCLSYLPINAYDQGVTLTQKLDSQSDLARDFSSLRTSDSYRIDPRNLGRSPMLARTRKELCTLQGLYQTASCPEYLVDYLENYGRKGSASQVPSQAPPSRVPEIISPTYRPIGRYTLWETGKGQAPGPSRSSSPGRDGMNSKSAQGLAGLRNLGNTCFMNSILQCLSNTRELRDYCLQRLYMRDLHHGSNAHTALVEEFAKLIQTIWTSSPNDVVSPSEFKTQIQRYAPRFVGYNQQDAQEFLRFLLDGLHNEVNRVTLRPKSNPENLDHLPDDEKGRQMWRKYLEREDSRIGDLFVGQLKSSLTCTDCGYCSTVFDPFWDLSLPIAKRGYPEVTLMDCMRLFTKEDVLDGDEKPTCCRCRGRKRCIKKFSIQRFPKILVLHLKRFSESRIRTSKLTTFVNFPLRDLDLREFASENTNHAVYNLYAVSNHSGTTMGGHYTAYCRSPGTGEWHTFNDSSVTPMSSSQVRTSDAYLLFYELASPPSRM
#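 Inhibition is measured in a cell-free coupled assay with 20 nM USP2 core, 20 nM Ub-PLA2 and 20 uM NBD C6-HPC, 2.5 h incubation. Activity normalized to NEM control.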
# CRE-bla Fsk: CRE-bla signaling modulation under forskolin stimulation. 71,000 tested, 2.5% active. CHO CRE-bla reporter (cAMP response element driving beta-lactamase), forskolin EC10, beta-lactamase ratio. AID 662. Potency, µM (series often up to 38.2 µM), for the others: at the highest dose activity change, negative = inhibition, hits mostly activators; active means well fitted activation curve with a large enough effect in the signal ratio, with a control signal flat, not every such curve was filed as active; inconclusive means small, poorly fitted or top-dose-only effect, or effect the other way, or a change in a side signal; the % refers to the signal ratio; further: potency means the concentration at half of the fitted maximal effect; % of control where 0% means no effect
#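 Beta-lactamase reporter under a cAMP responsive element in CHO cells; compounds tested in titration series against EC10 NKH 477, 3 h at 37 °C. Read-out: CCF4 FRET ratio 460nm/530nm (excitation 405nm) giving %Activity, fitted to AC50.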
# HEK293 cAMP ctrl: parental HEK293 cAMP activation (counter-screen). 73,000 tested, 2.5% active. AID 938. parental HEK293 CNG cAMP sensor, membrane potential fluorescence. Potency, µM (titrated, usually from 57.1 µM), for inactives: at the top dose activation, actives largely listed as activators; further: potency means the concentration at half of the fitted maximal effect; % of control where 0% means no effect; nearly all actives have a fitted effect of over 55% in size
#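 Parental HEK 293 cells stably expressing a modified CNG channel (no TSHR) report cAMP rise as membrane depolarization. Membrane potential dye with 100 uM RO 20-1724 was loaded for 60 min at room temperature, then compound added for 30 min; fluorescence read at 590 nm.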
# The depositor's hits bear a star; i = inactive; ? = inconclusive; · = not tested or not shown; & = joins results of further samples; [ ] = dose if it differs, or a comment. Unless noted, the call rests on the fitted dose curve; in most records, active means well fitted curve in the direction sought with a large enough effect; inconclusive means small, poorly fitted or top-dose-only effect, or another doubt; inactive means no such curve, though single readings can be large; an effect the other way counts as inactive or inconclusive.
SMILES,Caspase-1 inhib,Luciferase inh,ERK AVP inh,Caspase-7 inhib,A350 autofl,BRCT inh red,BRCT PPI green,Tau fil binding,USP2a inhib,CRE-bla Fsk,HEK293 cAMP ctrl
Cc1ccc2c(c1)-c1c(cnn1CC(=O)N1CCCN(Cc3ccccc3F)C1)CO2,2%,0%,-26%,-4%,·,1.7%,0.8%,-7%,·,?,14%
C=CCNCc1cccn1-c1sc2c(c1C#N)CCCC2,2%,2%,-29%,0%,·,1.8%,0.4%,-12%,0%,7%,?
CCOC(=O)c1cnc2nc[nH]n2c1=O,4%,-1%,-14%,-3%,·,-1.0%,-2.0%,-8%,·,0%,2%
O=C(O)c1cccc(S(=O)(=O)N2CCOCC2)c1,1%,0%,-16%,-1%,i,-1.5%,1.0%,6%,-4%,-4%,-1%
CCCn1c(C)nc2c(NCc3ccccc3)nc(C)nc21,-1%,·,?,1%,·,0.1%,1.7%,-14%,·,10µM*,54%
CCN(CCCNC(=O)c1[nH]c(C)c(C(C)=O)c1C)c1cccc(C)c1,1%,1%,25%,-1%,i,-0.3%,-0.8%,-22%,33%[activator],?,2%
Cc1ccc(S(=O)(=O)NCCNC(=O)N2CCOCC2)cc1,-2%,2%,-15%,1%,i,-4.3%,-2.3%,-2%,-2%,-6%,-1%
COc1ccccc1-c1nc(NCc2cccnc2)c2ccccc2n1,-4%,-1%[2.29 µM],-5%,-7%,i,-1.3%,-1.2%,?,95%[activator],?,-54%[inhibitor]
CCCCNc1ncnc2c1cnn2-c1ccccc1,-4%,13µM*,11%,0%,·,-2.2%,0.6%,14%,0%,?,?
COc1cccc2c1OC1(C)CC2NC(=O)N1c1cccc(C(=O)Nc2ccc3c(c2)OCCO3)c1 (stereo unspecified),0%,-15%,-14%,2%,i,-4.2%,-0.6%,-8%,42%[activator],-10%,-10%
CCn1c(CNC(=O)COc2c(C)cccc2C)nnc1SCC(=O)Nc1nccs1,1%,0%,-6%,-1%,i,0.2%,-0.4%,7%,16%,-23%,4%
COC(=O)C1=C(C)N(C)C(=O)NC1c1ccccc1 (stereo unspecified),1%,-1%,19%,0%,i,0.1%,-2.7%,-7%,0%,-2%,15%
FC(F)(F)c1ccc(N2CCN(c3ncnc4c3nnn4Cc3ccccc3)CC2)nc1,2%,0%,11%,9%,?,-0.5%,0.7%,11%,-1%,-2%,?
CC(=O)NC(CCS(C)(=O)=O)C(=O)Nc1cc(C)on1 (stereo unspecified),1%,1%,·,-1%,·,0.7%,-1.1%,-5%,·,-1%,?
CC(C)n1c(N2CCN(C(=O)c3cccs3)CC2)nc2ccccc21,0%,-1%,-12%,-1%,i,-0.1%,-0.6%,-8%,7%,13%,7%
Cc1cc(C)cc(NC(=O)N2CCC(NC(=O)c3ccc(F)cc3)CC2)c1,-1%,4%,18%,-1%,i,-1.7%,1.3%,-3%,58%[activator],-5%,?
CC1CCN(S(=O)(=O)c2cccc(C(=O)NCc3cccs3)c2)CC1,-2%,0%,?,-1%,i,-0.3%,2.9%,5%,-1%,-7%,16%
O=C1c2ccccc2S(=O)(=O)N1CCOc1ccccc1,2%,-7%,3%,-2%,i,1.2%,0.3%,6%,-5%,?,11%
Cc1nc(SCc2nnc(-c3ccc(Cl)cc3)o2)c2c3c(sc2n1)CCC3,-1%,2%,-22%,-3%,i,-2.4%,0.5%,-10%,12%,-9%,16%
COc1ccc(OCC(=O)N2CCN(C(=O)Cc3ccccc3)CC2)cc1,3%,-2%,-2%,1%,i,-2.4%,-0.5%,7%,2%,-2%,11%
CC(C)(C)C(=O)C(Oc1cccc2nonc12)n1cncn1 (stereo unspecified),-2%,1%,9%,0%,1.2e-08M*,0.3%,-4.2%,-16%,7%,-2%,5%
O=C1Nc2ccc(I)cc2/C1=C/c1cc(Br)c(O)c(Br)c1,-14%,4%&-1%,?,-20%,i,?,41%[activator],1µM*,-18%,?,-34%&-11%[inhibitor]
CCOC(=O)N1CCC(N(C(=O)Nc2cccc(OC)c2)C(C)CC)CC1 (stereo unspecified),0%,-10%,-4%,0%,i,1.2%,-2.2%,0%,12%,-3%,6%
Cc1ccccc1-n1c(N)cc(=O)[nH]c1=S,0%,-1%,-20%,1%,i,0.0%,-0.7%,-3%,-1%,3%,10%
Cc1ccc(-c2nnn(CC(=O)N(CC(=O)NC(C)C)c3cnc4ccccc4c3)n2)o1,-8%,2%,-25%,-5%,?,-0.7%,-0.7%,6%,4%,6%,4%
CCN1/C(=C(\O)c2ccccc2)C(=O)c2ccccc2S1(=O)=O,-2%,5%,11%,-1%,i,0.0%,-0.5%,-10%,10%,-2%,-1%
O=C(NCc1nc(-c2ccccc2)no1)c1ccc(Br)o1,0%,-1%,-3%,-2%,i,0.4%,-0.4%,-1%,7%,?,6%
Clc1ccc(NCc2nnc3n2CCCCC3)cc1,0%,-2%,-1%,1%,i,-4.6%,-4.1%,1%,-3%,-5%,0%
Cc1cc(S(=O)(=O)NC2CCCCC2)ccc1OCC(=O)NCc1ccccn1,0%,0%,-9%,-2%,i,-1.2%,-2.0%,3%,19%,-2%,7%
CC(C)CCOc1ccc(C2(C)NC(=O)N(CN3CCOCC3)C2=O)cc1 (stereo unspecified),-1%,2%,17%,-1%,i,-0.7%,-3.2%,-8%,-11%,7%,?
CCOC(=O)C1=C(C)Nc2nnnn2C1c1ccc(OC)c(Br)c1 (stereo unspecified),0%,1%,-10%,-3%,·,0.4%,-0.3%,-27%,·,4%,?
COc1ccc2nc(SCC(=O)Nc3ccccc3C#N)[nH]c2c1,0%,-6%,-16%,0%,?,0.0%,-1.5%,-10%,1%,?,-6%
COc1ccc(S(=O)(=O)N2CCSC2c2ccc(N)cc2)cc1 (stereo unspecified),1%,3%,-10%,1%,i,-1.2%,0.2%,-13%,76%[activator],4%,8%
CN(C)S(=O)(=O)c1ccc(N2CCN(S(=O)(=O)c3ccc(F)cc3)CC2)c(Cl)c1,-4%,2%,-11%,-10%,i,1.7%,0.5%,1%,·,22%,17%
C/C(N)=C(/C#N)C(=O)COC(=O)CSc1ccccc1,-1%,3%,3%,1%,i,-0.3%,-1.1%,2%,1%,-5%,10%
O=C(O)CSC1CC(=O)N(c2ccc(Cl)c(Cl)c2)C1=O (stereo unspecified),-2%,2%,1%,-3%,i,0.2%,-0.1%,16%,16%,?,3%
COc1cccc([C@@H]2Oc3ccc(OC)cc3/C(=N/O[C@@H](C)c3cn([C@H]4COC[C@H]4O)nn3)[C@@H]2O)c1,-3%[11.5 µM],1%[11.4 µM],-9%[11.5 µM],-1%[11.5 µM],·,1.9%[15.4 µM],2.4%[15.4 µM],·,·,·,3%[11.4 µM]
Cc1nc2ccccc2c2oc(C(=O)N3CCc4ccccc4C3)cc12,-4%,-1%,7.9µM*,-9%,·,-0.7%,16%,416%,·,?,?
Cc1ccc(C(=O)NCC2CCCO2)cc1N1CCCC1=O (stereo unspecified),1%,1%,11%,1%,i,-0.3%,-2.3%,-2%,-2%,7%,1%
CCCn1c(N2CCN(CC(=O)Nc3ccc4c(c3)OCCO4)CC2)nc2ccccc21,0%,0%,?,0%,?,-0.3%,-0.9%,5%,27%,-20%,?
CCOC(=O)c1c(NC(=O)CSc2n[nH]c(N)n2)sc(CC)c1C,3%,-4%,12%,0%,?,0.3%,-1.3%,18%,2%,?,2%
Cn1c(SCC(=O)Nc2nc3c(s2)CCCC3)nnc1-c1ccccc1,0%,-1%,4%,-1%,i,0.0%,-0.7%,-9%,21%,-2%,-7%
CN1CCN(S(=O)(=O)c2ccc(Sc3nnc(-c4cccs4)n3-c3ccccc3)nc2)CC1,-1%,0%,-28%,-13%,i,-0.6%,0.0%,0%,22%,3%,?
CN=C1N[C@H](c2ccccc2)N(c2ccccc2)S1,-3%,2%,-22%,-1%,·,-0.5%,1.9%,?,·,?,11%
CC1OC(Nc2ccc(OC(F)(F)F)cc2)C(O)C(O)C1O (stereo unspecified),3%,1%,15%,-1%,i,-0.7%,2.8%,12%,-2%,1%,0%
